Compound activity as filed in PubChem.
AmpC inh det: blocks E. coli AmpC beta-lactamase in presence of detergent | P00811 | purified AmpC, nitrocefin hydrolysis with detergent | Potency, µM (titrated, usually from 28.7 µM), for inactives: top-dose activity change, negative = inhibition | 0.09% of 71,000 active | AID 584; active means well fitted curve in the direction sought with a large enough effect
Target sequence (P00811 whole entry, looked up): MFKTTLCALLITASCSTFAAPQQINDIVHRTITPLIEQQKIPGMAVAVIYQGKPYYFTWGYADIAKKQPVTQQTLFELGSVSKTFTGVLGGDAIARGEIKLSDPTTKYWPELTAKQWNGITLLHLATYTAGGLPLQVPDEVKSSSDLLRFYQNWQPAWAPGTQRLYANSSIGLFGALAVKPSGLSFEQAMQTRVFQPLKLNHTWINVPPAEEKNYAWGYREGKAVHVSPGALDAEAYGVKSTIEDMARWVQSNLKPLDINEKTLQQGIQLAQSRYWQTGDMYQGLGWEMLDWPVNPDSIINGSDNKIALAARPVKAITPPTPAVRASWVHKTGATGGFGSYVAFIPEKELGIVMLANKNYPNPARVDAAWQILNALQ
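E. coli AmpC (5.3 nM) in 20 mM phosphate pH 7.0 with 0.01% Triton X-100, preincubated 15 min RT with compound; nitrocefin (2 uL of 800 uM stock) hydrolysis followed by 480 nm absorbance every 20 s over 4 min.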
Active calls of the source: *; [ ] = another dose, or the depositor's remark. On the % scale 0 is the no-effect control and ±100 the full control effect; potency means the concentration at half of the fitted maximal effect.

SMILES	AmpC inh det
O=C(NC1(C(F)(F)F)NC(=O)N(CC2CCCCC2)C1=O)c1ccco1 (configuration not stated)	-1.5%
O=C(COC(=O)CCCN1C(=O)c2ccccc2C1=O)Nc1ncc(Cl)cc1Cl	-7.1%
CCOC(=O)C1=C(C)NC2=C(C(=O)C(C(=O)OCC)C(c3ccco3)C2)C1c1ccccn1 (configuration not stated)	-5.0%
Cn1ccnc1SCC(=O)c1ccc(Br)cc1	-2.4%
CN1C(=O)CC(N2CCN(c3ccccn3)CC2)C1=O (configuration not stated)	12.3%
Cc1nc(CNS(=O)(=O)c2ccc3c(c2)OCCO3)cs1	-3.9%
Cn1c(=O)oc2cc(S(=O)(=O)NCCN3CCN(c4ccccc4F)CC3)ccc21	8.3%
COc1ccc(Cl)cc1NC(=O)Cn1c(=O)n2nc(C)nc2c2ccccc21	11.1%
O=P(O)(OCc1ccccc1)OCc1ccccc1	4.3%
Cc1cc(NC(=O)CSc2c3c(nc4ccccc24)CCC3)no1	12.1%
NS(=O)(=O)c1ccc(CCNC(=O)COC(=O)C2CCCN2C(=O)c2cccs2)cc1 (configuration not stated)	-0.7%
c1ccc(-c2cccc(N3CCC4(CCNCC4)CC3)c2)cc1	-2.9%
Cc1cccn2c(=O)c3cc(C(=O)NCc4ccco4)c(=N)n(CCc4ccccc4)c3nc12	12.3%
COc1ccc(-c2cc(C(F)F)n3ncc(C(=O)N4CCN5CCCC5C4)c3n2)cc1 (configuration not stated)	-1.5%
c1ccc2c(c1)OCC(c1nnc3sc(-c4ccc5c(c4)OCO5)nn13)O2 (configuration not stated)	-0.9%
CCC(C)N1CC(C(=O)NC2CCCCC2)CC1=O (configuration not stated)	-2.3%
Cc1ccc(CC(=O)Nc2cccc(C)n2)cc1	-0.6%
CCOc1ccccc1N1Cc2cc(C)c(C)cc2C1	2.8%
NCCC[C@@H](CC(=O)N[C@@H]1CCNC[C@H]1C(=O)N[C@H](CC(=O)N[C@@H](CCC(=O)O)CC(=O)O)Cc1c[nH]c2ccccc12)NC(=O)C[C@H](CO)NC(=O)[C@@H]1CCCC[C@H]1N	16.1%
CCOC(=O)C1CCN(C(c2cccc(OC)c2)c2sc3nc(C)nn3c2O)CC1 (configuration not stated)	7.6%
Cc1ccc(S(=O)(=O)N2Cc3ccccc3CC2C(=O)Nc2cc(C)on2)cc1 (configuration not stated)	14.6%
CCN(CC(=O)NC1CCS(=O)(=O)C1)C(=O)COc1ccccc1-c1ccccc1 (configuration not stated)	-1.4%
COc1ccc(C(=O)CSc2nnnn2Cc2ccccc2)cc1	14.0%
NC(N)=NCCSSCCN=C(N)N	-2.9%

Shown in markdown: 7 of the compounds above.
| compound | AmpC inh det |
| --- | --- |
| NCCC[C@@H](CC(=O)N[C@@H]1CCNC[C@H]1C(=O)N[C@H](CC(=O)N[C@@H](CCC(=O)O)CC(=O)O)Cc1c[nH]c2ccccc12)NC(=O)C[C@H](CO)NC(=O)[C@@H]1CCCC[C@H]1N | 16.1% |
| COc1ccc(C(=O)CSc2nnnn2Cc2ccccc2)cc1 | 14.0% |
| CCOc1ccccc1N1Cc2cc(C)c(C)cc2C1 | 2.8% |
| NC(N)=NCCSSCCN=C(N)N | -2.9% |
| Cc1ccc(CC(=O)Nc2cccc(C)n2)cc1 | -0.6% |
| Cc1cccn2c(=O)c3cc(C(=O)NCc4ccco4)c(=N)n(CCc4ccccc4)c3nc12 | 12.3% |
| CCC(C)N1CC(C(=O)NC2CCCCC2)CC1=O (configuration not stated) | -2.3% |

Following part
SMILES	AmpC inh det
c1coc(Cn2c(-c3ccco3)nc3ccccc32)c1	-1.1%
CCC(C)N(C)Cc1cccc(C2(O)CCN(S(=O)(=O)c3ccc(F)cc3)CC2)c1 (configuration not stated)	0.4%
CCOC(=O)C1CCN(C(=O)CN(c2ccc(OC)cc2)S(=O)(=O)c2c(C)noc2C)CC1	4.8%
CCOC(=O)Cn1c2c(c(-c3ccccc3OC)cc1=O)CCCC2	12.6%
Cc1cc(C)c(S(=O)(=O)n2nc(C)c(Br)c2C)c(C)c1	-7.8%
CCCCCc1nc2c(=O)n(C)c3ccccc3c2o1	-1.4%
O=C(Nc1ccc(F)c(Cl)c1)c1ccc2c(=O)n3c(nc2c1)CCCCC3	2.0%
O=C(O)CCn1c(-c2ccccc2)cc2c1CCCC2=O	8.6%
O=S(=O)(NCC(c1cccnc1)N1CCOCC1)c1cccs1 (configuration not stated)	7.6%
CCOC(=O)N1CCC(NC(=O)C(Cc2ccccc2)NC(=O)c2ccco2)CC1 (configuration not stated)	-0.9%
CCOCCCNC(=O)c1c(C)c(C(=O)OCC)n(C)c1C	-3.5%
CCc1ccc(NS(=O)(=O)c2ccc3[nH]cc(C(=O)NCC4CCCO4)c(=O)c3c2)cc1 (configuration not stated)	-3.8%
CCC(=O)c1ccc(OCC(O)Cn2c(C)nc3ccccc32)cc1 (configuration not stated)	-2.6%
Cc1ccc(S(=O)(=O)N2CCCC(C(=O)NCCc3ccc4c(c3)OCO4)C2)cc1 (configuration not stated)	-4.4%
CC[N+](CC)(CC)CCOc1ccc(/C=C\c2ccccc2)cc1	-0.6%
O=C(CCN1CCN(c2ccc(F)cc2)CC1)Nc1ccccc1F	-4.1%
Nc1c(C(=O)OCC2CCCO2)c2nc3ccccc3nc2n1-c1ccc2c(c1)OCCO2 (configuration not stated)	1.8%
O=C1CC(N2CCN(c3ccc(F)cc3)CC2)C(=O)N1Cc1ccc(N2CCCC2=O)cc1 (configuration not stated)	-0.4%
O=C(NCc1ccccn1)c1ccccc1Cl	-1.7%
O=C(COc1ccccc1F)c1ccc(O)cc1O	5.2%
CCn1c(=N)c(C(=O)NCc2cccnc2)cc2c(=O)n3cccc(C)c3nc21	14.2%
CN1CCN(c2ncc3nc(-c4cccs4)c(=O)n(C[C@H]4CCCO4)c3n2)CC1	0.5%
Cn1c(Cc2ccccc2)nnc1SCCC(=O)Nc1ccccc1	1.6%
c1ccc(-n2c(-c3ccncc3)nnc2N2CCOCC2)cc1	-1.8%
CN(CCc1ccccn1)c1ccc2c(c1)C(=O)c1ccccc1-2	-6.1%[5.75 µM]
CCOC(=O)N1CCN(C(=O)CS(=O)Cc2nc(-c3cccc(C)c3)oc2C)CC1 (configuration not stated)	15.0%
CCCn1c(-c2ccc(F)cc2)nc2c(NCCCN3CCCCC3C)nc(C)nc21 (configuration not stated)	11.6%
O=c1[nH]c2ccccc2n1CCCOc1ccccc1	-5.4%
COc1cccc(CNCCOCCO)c1OC	-1.8%
Cc1ccc(S(=O)(=O)NCC(c2ccccc2)N2CCN(CCC#N)CC2)cc1 (configuration not stated)	-0.6%
COC(=O)c1cc(-c2ccc3ccccc3c2)[nH]c(=O)c1C#N	-5.2%[5.75 µM]
Cc1cc(N2CCN(c3cccc(C(F)(F)F)c3)CC2)n2nc(C)nc2n1	10.4%
COc1ccc(-c2nnc(CSc3nc4ccccc4c(=O)n3CC(C)C)o2)cc1OC	9.4%
CNc1nnc(-c2cc3ccccc3oc2=O)s1	-1.6%
CC(C)c1ccccc1NC(=O)c1cnccn1	-0.9%
Cc1ccc2cccc(NC(=O)C(F)(F)F)c2n1	-6.3%

Brought forward from above: 3 compounds, then new ones.
SMILES	AmpC inh det
CNc1nnc(-c2cc3ccccc3oc2=O)s1	-1.6%
CC(C)c1ccccc1NC(=O)c1cnccn1	-0.9%
Cc1ccc2cccc(NC(=O)C(F)(F)F)c2n1	-6.3%
COc1ccccc1-c1cncnc1NCc1ccccc1	7.0%
c1ccc2c(c1)CCC[C@H]2C1=NCCN1	-0.3%
CCOC(=O)N1CCC2(O)CCCCC2C1c1ccc(F)cc1 (configuration not stated)	-6.5%
O=S(=O)(Nc1nc2ccccc2nc1NCc1ccco1)c1ccc(Cl)cc1	12.8%
COc1ccccc1N1CCN(S(=O)(=O)c2ccc3c4c(cccc24)C(=O)N3)CC1	-12.7%
CC(C)CCSc1nnc(Cn2c(=O)sc3ccccc32)n1C	13.8%
Cn1c(C(=O)N2CCN(C3CCCCC3)CC2)cc2c(=O)n(C)c3ccccc3c21	12.8%
CCOC(=O)CNC(=O)CSc1nnc(-c2cccc(OC)c2)n1CC	-3.9%
c1ccc(CSc2nnnn2-c2ccc3c(c2)OCCO3)nc1	2.3%
O=C(Cn1ccc2ccccc2c1=O)N1CCN(c2cccc(Cl)c2)CC1	-0.8%
CC(O)c1cc2c(cc1NC(=O)c1cnn3c1NC(c1ccco1)CC3C(F)(F)F)OCO2 (configuration not stated)	-1.0%
C=CCN1C(c2ccc(OCC)cc2)=CS/C1=C(\C#N)c1nnc2n1CCCCC2	-7.3%
CC1(C)OC(=O)C(=CNc2ccc(F)cc2)C(=O)O1	-4.7%
NCCC[C@@H](CC(=O)N[C@@H]1CCCC[C@H]1C(=O)N[C@H](CC(=O)N[C@@H](CCC(=O)O)CC(=O)O)Cc1c[nH]c2ccccc12)NC(=O)C[C@H](Cc1ccccc1)NC(=O)[C@@H]1CCCC[C@H]1N	-5.2%
CC(NC(=O)C1C(=O)N(CCO)C2(C)CC1c1ccccc1O2)c1ccccc1 (configuration not stated)	-3.2%
O=C(CNS(=O)(=O)c1cccs1)N1CCC2(CC1)OCCO2	-4.8%
O=C(COc1ccc2ccc(=O)oc2c1)Nc1ccc2c(c1)OCCO2	1.5%
CC(=O)Nc1ccc(S(=O)(=O)N2CCC(NC(=O)c3ccco3)CC2)cc1	-2.3%
COc1ccc(S(=O)(=O)Nc2ccccn2)cc1OC	-3.2%
COc1ccc(C(=O)Nc2ccccc2C(=O)NCCN2CCOCC2)cc1	-5.3%
Cc1cc(C)n(CCc2nc(-c3cccs3)cs2)n1	-4.4%
CCC1(C(=O)O)NC(c2cccc(OC)c2O)C2C(=O)N(c3ccccc3)C(=O)C21 (configuration not stated)	12.0%
COC(=O)Cn1c(CN2CCc3ccccc3C2)nc2c1c(=O)n(C)c(=O)n2C	8.3%
NC(N)=N/N=C(/c1ccccc1)c1ccc(O)cc1O	-1.0%[5.75 µM]

Three entries from above, reformatted:
structure: NCCC[C@@H](CC(=O)N[C@@H]1CCCC[C@H]1C(=O)N[C@H](CC(=O)N[C@@H](CCC(=O)O)CC(=O)O)Cc1c[nH]c2ccccc12)NC(=O)C[C@H](Cc1ccccc1)NC(=O)[C@@H]1CCCC[C@H]1N
  AmpC inh det = -5.2%
structure: CC(NC(=O)C1C(=O)N(CCO)C2(C)CC1c1ccccc1O2)c1ccccc1 (configuration not stated)
  AmpC inh det = -3.2%
structure: O=C(CNS(=O)(=O)c1cccs1)N1CCC2(CC1)OCCO2
  AmpC inh det = -4.8%

Next entries
SMILES	AmpC inh det
COc1ccc(-c2nnc3ccc(SCC(=O)N4CCN(c5ccccc5)CC4)nn23)cc1OC	-4.0%
OC(COc1ccc(C2C=CCC2)cc1)CN1CCCCC1 (configuration not stated)	5.1%
C1CCN(c2nc3nonc3nc2N2CCCC2)C1	5.7%
CC1CCCCC1NC(=O)CCS(=O)(=O)c1cccc2nonc12 (configuration not stated)	-0.4%
COc1ccc(OC)c(S(=O)(=O)N2CCC(C(=O)NCc3ccccc3)CC2)c1	-4.5%
Cc1cc(C)c2c(=O)[nH]n(C(C)C)c2n1	7.0%
CCCS(=O)(=O)N1CCN(C(=O)CCC2CCCC2)CC1	-6.9%
Cc1cc(=O)[nH]c(SCC(=O)N2CCN(C(c3ccccc3)c3ccccc3)CC2)n1	-4.7%
O=S(=O)(NCC(O)COCc1ccco1)c1cccs1 (configuration not stated)	1.3%
COc1ccc(OC)c(S(=O)(=O)Nc2ccccc2SC)c1	-2.4%
CC(C)(C)c1ccc(Cn2nnc3c(=O)[nH]c(C4CCN(C(=O)Cc5cccs5)CC4)nc32)cc1	-3.8%
CCn1c(SCc2nc3ccccc3[nH]2)nnc1-c1cnccn1	7.0%
Cc1cc(S(=O)(=O)N2CC(=O)N(CCc3ccccc3)C(=O)C2)ccc1F	-1.2%
C=C(C)COc1ccc(-c2nc(N)ncc2Oc2ccc(OC)cc2)c(O)c1	5.2%
O=C(c1ccc2c(c1)OCCO2)C1CCN(S(=O)(=O)c2ccccc2F)CC1	0.0%
Cn1c(SCC(=O)Nc2ccc3c(c2)OCCO3)nnc1-c1ccccn1	9.1%
O=C(NCCCN1CCCC1)Nc1cccc2ccccc12	-0.9%
CCOc1ccc(-n2cnnn2)cc1S(=O)(=O)Nc1c(C)cccc1C	-4.9%
Cc1c(C(=O)NCc2ccccn2)sc2nc(-c3ccccc3)cn12	7.8%
COc1ccc(OC)c(C(=O)c2nc3c(n2O)CCCCC3)c1	-1.0%
COc1ccc(CC[n+]2cc(/N=C(\C)[O-])on2)cc1OC	-1.2%
O=c1c2c(n3nnnc3n1-c1ccccc1)-c1ccccc1CC21CCCC1	-4.1%
Cc1ccc2c(c1)N(CC(=O)OC(CC(C)C)C(=O)NC1CCCC1)C(=O)CO2 (configuration not stated)	8.2%
CC(C)c1ccc(NC(=O)C(c2ccc3c(c2)OCO3)N2CCN(C(=O)c3ccco3)CC2)cc1 (configuration not stated)	-1.2%
Cc1cc(C)c(C#N)c(SCc2ccc(C#N)cc2)n1	-2.4%
O=C(CCCCn1c(=O)[nH]c2ccccc2c1=O)N1CCN(c2cccc(C(F)(F)F)c2)CC1	-4.2%
Cc1nc2sc3c(c2c(=O)[nH]1)CCC3	2.7%
CCSC1=NC(=O)/C(=C2/C=Cc3ccccc3N2CC)S1	5.8%
Cn1c2ccccc2c2ncn(CCCN3CCOCC3)c(=O)c21	1.3%
CCN1CCN(CCCOc2ccc(-c3ccccc3)cc2)CC1	-3.8%
Cc1ccc(C(=O)CC2(O)C(=O)N(CCc3ccccc3)c3ccc(Br)cc32)o1 (configuration not stated)	-10.3%
O=C(Nc1ccccc1)N1CCCC2(CCN(C(=O)c3cc(C(F)(F)F)cc(C(F)(F)F)c3)CC2)C1	-4.8%

Only part of the results is shown; rates above refer to the full screens.
